NPY-Y2 PAM-ag: human NPY-Y2 potentiation or agonism, primary screen; P49146; cells expressing NPY-Y2, potentiator/agonist read-out; activation, % at 3.6 µM; actives 0.45% (n = 220,000); in the data active = activation above about 27%;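 also: cells stimulated with NPY near EC25 plus isoproterenol at EC100; 0% = vehicle plus submaximal agonist and 100% = vehicle plus saturating agonist; some results beyond the cut were filed as inactive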
Runt-CBFb FRET: Runt domain-CBFb interaction inhibition | Q01196+Q13951 | Cerulean-Runt/Venus-CBFb FRET ratio 530/480, 1 h | inhibition, % at 20 µM | actives 0.46% (n = 220,000) | AID 1496;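 active = inhibition over about 50% at 20 µM in the single-dose screen, limit read from the data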;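 also: 0% = DMSO wells and 100% = excess unlabeled CBFb competitor control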
Target sequence (Q01196 whole entry, looked up, the tested form may be a part): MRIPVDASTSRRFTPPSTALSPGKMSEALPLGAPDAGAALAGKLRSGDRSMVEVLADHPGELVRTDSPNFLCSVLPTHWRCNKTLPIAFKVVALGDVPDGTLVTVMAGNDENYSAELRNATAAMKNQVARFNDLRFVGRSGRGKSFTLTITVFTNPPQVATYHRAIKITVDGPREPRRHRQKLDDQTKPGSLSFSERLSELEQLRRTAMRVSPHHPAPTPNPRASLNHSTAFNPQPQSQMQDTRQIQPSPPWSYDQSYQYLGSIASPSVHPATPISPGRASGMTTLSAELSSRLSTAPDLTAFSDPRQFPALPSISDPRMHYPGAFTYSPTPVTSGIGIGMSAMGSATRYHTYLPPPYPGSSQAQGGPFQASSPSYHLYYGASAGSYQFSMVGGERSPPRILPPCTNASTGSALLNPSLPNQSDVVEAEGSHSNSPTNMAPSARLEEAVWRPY
Target sequence (Q13951 whole entry, looked up, the tested form may be a part): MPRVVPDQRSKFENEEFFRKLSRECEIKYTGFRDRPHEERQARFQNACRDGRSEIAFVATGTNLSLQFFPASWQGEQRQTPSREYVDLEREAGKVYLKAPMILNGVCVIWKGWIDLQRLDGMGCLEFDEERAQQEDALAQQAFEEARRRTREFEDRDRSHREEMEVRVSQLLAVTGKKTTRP
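Buffer or medium: Tris pH 7.5 buffer with BSA. Assay system: Cerulean-labeled Runt domain protein. Amount: each fluorescent fusion protein 100 nM. Read-out basis: loss of energy transfer signal. Incubation: 1 h compound exposure, room temperature. Probe or stimulus: Venus-CBFb binding partner, 100 nM. Detection: FRET, excitation 422 nm, emission at 530 and 480 nm.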
NPY1 pot ag: human NPY-Y1 potentiation or agonism, primary screen | actives 0.37% (n = 220,000) | P25929 | NPY-Y1 expressing cells, potentiator/agonist activation | activation, % at 3.6 µM | AID 1304; in the data active = activation above about 33%, passing the limit was not always enough;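 also: cells stimulated with NPY at EC10 then isoproterenol at EC100; 0% = low agonist plus stimulus and 100% = saturating agonist plus stimulus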
NPY-Y1 antag: antagonists of human neuropeptide Y receptor Y1; HEK293-CNG Y1 cells, membrane potential fluorescence; NPY at EC95, then isoproterenol; inhibition, % at 3.6 µM; P25929; actives 1% (n = 200,000);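 active = inhibition above the campaign mean inhibition of all tested compounds plus 3 SD, cut at about 20% in these data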;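 also: 0% = DMSO wells given NPY plus isoproterenol and 100% = isoproterenol alone without NPY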
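material = HEK293 cells with Y1 receptor plus CNG channel | also added = NPY 25 nM then isoproterenol 1 µM plus Ro 20-1724 25 µM | schedule = dye 3 h, compound 60 min room temperature, stimulation 45 min | measured by = membrane potential fluorescence | benchmarks = high control isoproterenol alone, low control NPY with isoproterenol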
Runt-SMMHC FRET: Runt domain-CBFb-SMMHC interaction inhibition; actives 0.74% (n = 220,000); inhibition, % at 20 µM; Q01196+Q13951; Cerulean-Runt/Venus-CBFb-SMMHC FRET ratio 530/480, 1 h;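 active = mean inhibition across duplicate retests at 20 µM reaching about 50%, limit read from the data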;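 also: 0% = DMSO wells and 100% = wells with excess untagged CBFb-SMMHC; inhibitors lower the FRET ratio by blocking Runt binding to CBFb-SMMHC; some results filed as inactive read as strong as hits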
Hck-Nef inh: blocks Nef-activated human Hck kinase. Recombinant Hck-YEEI plus Nef, Z-Lyte FRET kinase assay. actives 0.68% (n = 220,000). inhibition, % at 20 µM. P08631. AID 463187;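 active = Hck-Nef kinase inhibition above about 50%, limit read from the data; inactive = inhibition below that limit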;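 also: 0% = DMSO with Hck plus Nef and 100% = Hck alone without Nef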
p97 ATPase inh: blocks human p97 ATPase activity; AID 1481; actives 0.42% (n = 220,000); recombinant p97 ATPase, Kinase-Glo ATP luminescence, 3 h; inhibition, % at 8 µM; P55072; in the data active = inhibition above about 15%;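 also: 0% = DMSO vehicle and 100% = wells lacking enzyme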
RBBP9 inh: blocks human serine hydrolase RBBP9; recombinant RBBP9, FP-Rh probe fluorescence polarization; actives 0.2% (n = 220,000); AID 1515; inhibition, % at 7.94 µM;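 active = inhibition above the campaign mean of all tested compounds plus 3 SD, cut at about 14% in these data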;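 also: plate controls were DMSO wells with RBBP9 for no effect and wells lacking RBBP9 protein for full effect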
Target sequence (O75884 whole entry, looked up): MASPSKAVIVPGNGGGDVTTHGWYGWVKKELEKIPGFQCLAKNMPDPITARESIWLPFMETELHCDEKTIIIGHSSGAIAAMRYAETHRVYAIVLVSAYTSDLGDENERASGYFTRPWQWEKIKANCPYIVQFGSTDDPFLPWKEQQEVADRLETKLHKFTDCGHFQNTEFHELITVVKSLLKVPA
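System: RBBP9 protein / Quantity: 2.5 µM RBBP9 dispensing solution, before mixing / Also added: Serine-hydrolase probe FP-Rh, 375 nM pre-mixing / Dosing: 7.94 µM single dose, 0.794% DMSO / Timing: enzyme-compound preincubation 30 min, then probe labeling 45 min, 25 °C / Signal: FP readout at 525/598 nm / Controls: DMSO-treated enzyme wells and wells lacking RBBP9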
Mdm2 ligase inh: Mdm2 E3 ligase (human) inhibition | cell-based MDM2 ubiquitination luciferase reporter, 2 h; 0 = plate control, 100 = twice control, blank-subtracted | signal enhancement, % at 5 µM | Q00987 | actives 0.11% (n = 210,000);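 active = signal enhancement of 30% or more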;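 also: luminescence tracks abundance of the self-degrading MDM2-luciferase fusion protein; higher signal means inhibition of MDM2 E3 ligase activity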
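Assay system: mammalian cells stably expressing self-ubiquitinating, self-degrading MDM2 E3–luciferase fusion. Quantity: 2000 cells in each well. Medium: DMEM culture medium. Compound dosing: single-point 5 µM. Timing: cell settling 4 h, compound treatment 2 h, both 37 °C. Technique: luciferase luminescence. Read-out basis: percent signal gain over controls, blank-subtracted. Benchmarks: plate controls and plate blanks.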
Active calls of the source: *; . = not tested or not shown.

(1) O=C(Nc1ccc(OC(F)(F)C(F)F)c(NC(=O)c2ccc(F)cc2)c1)c1ccc(F)cc1
(2) O=[N+]([O-])c1cc(C(F)(F)F)ccc1N1CCN(S(=O)(=O)c2ccc3ccccc3c2)CC1
(3) NC(=O)CSc1cn(Cc2ccc(F)cc2)c2ccccc12
(4) C=CCc1cccc(/C=N/NC(=O)c2ccccc2OC)c1O
(5) CS(=O)(=O)N(CC(=O)NC1CC2CCC1C2)c1ccc(Oc2ccccc2)cc1 (centres undefined)
(6) COC(=O)c1ccccc1NC(=O)c1ccc(COc2ccc3c(c2)CCC3)cc1
(7) C=C(C)Cn1c(SCC(=O)N/N=C/c2cccc(O)c2)nc2ccccc2c1=O
(8) CCC(CC)NC(=O)c1ccc2nc[nH]c2c1
assay / compound	1	2	3	4	5	6	7	8
NPY-Y2 PAM-ag	-23	13	2	-20	-4	5	-3	8
Runt-CBFb FRET	.	-1	-1	2	.	2	0	2
NPY1 pot ag	-8	18	-1	-16	7	-11	-13	-5
NPY-Y1 antag	6	-6	3	12	-1	0	5	9
Runt-SMMHC FRET	.	-2	-1	2	.	-1	0	2
Hck-Nef inh	-2	1	23	8	19	1	2	3
p97 ATPase inh	-7	-1	-1	-2	0	-2	2	-1
RBBP9 inh	-8	-8	-2	8	2	-8	-8	-5
Mdm2 ligase inh	.	-17	-4	-53	-1	-20	-7	-2

(9) O=C(Nc1ccccc1-c1nnc(SCc2ccc(Cl)cc2)o1)c1ccccc1
(10) C=CCOC(=O)C1=C(C)NC(=O)NC1/C=C/c1ccccc1OC (centres undefined)
(11) C=CCn1c(-c2cc3c(s2)CCC(CC)C3)n[nH]c1=S (centres undefined)
(12) CC(C(=O)N1CCCc2ccccc21)N1CCN(S(=O)(=O)c2ccccc2F)CC1 (centres undefined)
(13) CCSc1nc2c(sc3ccccc32)c(=O)n1C(C)C
(14) O=C(O)CCC(=O)c1ccc2c(c1)CCCC2
(15) Cc1ccc(CN2C(=O)CSC2c2cccnc2)cc1 (centres undefined)
(16) FC(F)(F)c1ccc(C2NCCc3sccc32)cc1 (centres undefined)
assay / compound	9	10	11	12	13	14	15	16
NPY-Y2 PAM-ag	-8	-8	-4	-4	-19	-17	4	3
Runt-CBFb FRET	0	-3	5	0	-1	.	0	0
NPY1 pot ag	-41	-38	-6	-13	-29	-22	20	-5
NPY-Y1 antag	0	5	1	4	15	13	.	1
Runt-SMMHC FRET	-7	3	7	0	-5	-4	0	-4
Hck-Nef inh	2	5	20	1	2	-10	14	21
p97 ATPase inh	-1	4	4	-2	2	1	4	-3
RBBP9 inh	-8	-11	-6	-2	-7	-2	-2	0
Mdm2 ligase inh	-35	1	-10	-10	-20	-6	0	-6

(17) CCC(Sc1nc2ccc(C)cc2[nH]1)C(=O)O (centres undefined)
(18) CC(=O)Nc1ccc(NC(=O)C(C)OC(=O)CCc2nc3ccccc3s2)cc1 (centres undefined)
(19) Cc1ccc(NC(=O)CSc2nnc(-c3ccc(S(=O)(=O)N4CCCC4)cc3)o2)cc1C
(20) O=c1nc(N/N=C/C=C/c2ccccc2)cn[nH]1
(21) CC1(C)CC(=O)c2cc(C(=O)N3CCCC(C)(C)C3)c(=O)n(-c3ccccc3)c2C1
(22) COc1ccc(C(=O)N[C@H](C(=O)Nc2nc3c(s2)CCCC3)C(C)C)cc1
(23) CC(C)NC(=O)c1onc(CSc2ccc(Cl)cc2)c1C(=O)O
(24) Cc1[nH]n(-c2ccccc2)c(=O)c1C=NC1CCCCCC1
assay / compound	17	18	19	20	21	22	23	24
NPY-Y2 PAM-ag	-4	4	8	-14	8	7	-17	-4
Runt-CBFb FRET	2	1	-2	1	-2	-2	18	0
NPY1 pot ag	-12	-6	-10	2	-16	-24	-26	6
NPY-Y1 antag	4	-3	3	.	-1	2	13	-1
Runt-SMMHC FRET	3	-1	0	-7	4	0	0	2
Hck-Nef inh	4	22	5	7	1	4	0	21
p97 ATPase inh	6	1	3	1	0	2	-2	3
RBBP9 inh	7	-3	0	1	-7	-7	-8	1
Mdm2 ligase inh	-16	-21	-24	-73	-17	-27	-25	-2

The results go on:
Values run as follows: NPY-Y2 PAM-ag	Runt-CBFb FRET	NPY1 pot ag	NPY-Y1 antag	Runt-SMMHC FRET	Hck-Nef inh	p97 ATPase inh	RBBP9 inh	Mdm2 ligase inh
(25) O=C(CCS(=O)(=O)c1ccc(Cl)cc1)N1CCN(S(=O)(=O)c2cccs2)CC1
    -1	.	7	3	-1	2	2	-2	-2
(26) C=CCOc1c(Br)cc(/C=N/n2c(CC)n[nH]c2=S)cc1Br
    7	8	9	3	14	6	5	0	8
(27) CCOC(=O)C1CCCN(C(=O)c2cc(Nc3ccc(OC)cc3)nc3ccccc23)C1 (centres undefined)
    -1	0	18	2	3	7	2	-2	-8
(28) Cc1cc(C)cc(C(=O)N2CCN=C2SCc2ccc([N+](=O)[O-])cc2)c1
    17	2	14	-3	-3	1	7	2	-7
(29) Cc1ccc2oc(=O)cc(/C=C/c3ccccc3)c2c1
    7	-2	-9	3	1	4	0	3	4
(30) Cc1ccc(NC(=O)COc2cccc3ccc(C)nc23)c(Br)c1
    1	-3	-21	1	0	4	0	-4	1
(31) Cc1nn(-c2ccccc2)c2c1C(O)n1c(nc3ccccc31)S2 (centres undefined)
    20	-1	-9	-7	-9	-3	6	1	-13
(32) Cc1ccc(C(=O)C(C)OC(=O)C2=COCCO2)cc1C (centres undefined)
    13	-4	10	1	-4	4	0	1	-4
(33) CC(C)(C)C(=O)NC(=S)N1CCc2ccccc21
    7	5	-3	4	0	16	9	0	-9
(34) N/C(=N\OC(=O)Cc1ccc(Cl)cc1)c1ccccn1
    12	1	14	2	3	3	4	-2	-23
(35) CNC(=O)c1sccc1S(=O)(=O)Cc1c(Cl)cccc1Cl
    -3	1	7	-6	-1	0	-3	-7	-5
(36) Cc1c(-c2nnc(-c3ccc(C(F)(F)F)cc3)o2)cnn1-c1ccccc1
    -11	1	6	0	3	3	-2	-5	-16
(37) COC(=O)c1cc(C#N)c(N2CCOCC2)nc1C
    -5	0	-8	8	-2	-18	1	-8	-9
(38) COc1ccc(C(=O)N[C@H](C(=O)NCc2ccco2)C(C)C)cc1
    -3	0	-25	0	-2	-29	-5	-10	-17
(39) C=CCNC(=S)NNC(=O)c1ccc(Br)o1
    -9	0	4	-2	-1	4	4	-3	23
(40) Cc1c(C#N)c(NC(=O)CCl)n(Cc2cccs2)c1C
    -9	6	-9	5	-3	23	-2	-9	-19
(41) COc1ccc(CCNC(=O)CSc2nc3[nH]ncc3c(=O)n2-c2ccc(Br)cc2)cc1OC
    -4	0	12	4	0	12	5	-1	-7
(42) CCC(=O)Nc1cccc(NC(=O)c2ccccc2Br)c1
    -4	1	-1	-3	0	0	-3	-5	-7
(43) CC#CCN1c2ccccc2[C@]23C[C@@H](C(=O)OC)N(C(C)=O)C2=NC(C(=O)OC)=C(C(=O)OC)[C@H]13
    .	0	.	.	1	11	.	.	8
(44) C=CCN1C(=O)/C(=C/c2ccsc2)SC1=S
    -8	2	4	-3	-3	-15	2	2	-5
(45) Cc1ccc(NC(=S)N(CCCN2CCOCC2)Cc2ccccn2)cc1Cl
    6	0	-30	1	-6	1	5	-4	-1
(46) Cc1sc(NC(=O)c2cc(-c3ccc(Cl)cc3)nc3ccccc23)c(C(N)=O)c1C
    -3	-3	-2	3	-34	45	-3	9	-5
(47) NC(=O)c1oc2ccccc2c1NC(=O)c1ccccc1
    14	0	21	-3	-2	-2	4	-9	-11
(48) O=c1[nH]oc2cc(Cl)ccc12
    3	0	-4	.	0	-1	5	-1	-12
(49) CCOP(=O)(c1c(F)c(F)c(F)c(F)c1F)C(O)c1ccccc1 (centres undefined)
    19	0	8	-6	-1	1	5	4	-9
(50) CC(=O)Nc1ccc(S(=O)(=O)Nc2nc(C)cc(-n3nc(C)cc3C)n2)cc1
    -6	0	-21	22*	-4	1	3	-8	-59
(51) Cc1cccc(C(=O)Nc2cccc(Br)c2)c1[N+](=O)[O-]
    6	-1	9	1	2	4	4	-11	-15
(52) CC(C)On1c(SC(C)C)nc2ccccc2c1=O
    4	-3	-8	0	-4	2	-1	-5	-6
(53) CC1CN(C(=O)C2CCCCC2)C(C)CN1C(=O)C1CCCCC1 (centres undefined)
    -9	1	1	7	0	7	-1	-3	-9
(54) COc1ccc(-c2nc(Cn3c(SCc4cccc(F)c4)nc4ccncc43)c(C)o2)cc1OC
    5	-5	-11	3	-7	5	-1	-7	-3
(55) CC(C(=O)Nc1ccc2c(c1)OCO2)N(c1ccc(Cl)cc1)S(C)(=O)=O (centres undefined)
    6	1	0	3	-7	9	-1	-6	-27

From entry 48 to 55, copied from above:
Values run as follows: NPY-Y2 PAM-ag	Runt-CBFb FRET	NPY1 pot ag	NPY-Y1 antag	Runt-SMMHC FRET	Hck-Nef inh	p97 ATPase inh	RBBP9 inh	Mdm2 ligase inh
(48) O=c1[nH]oc2cc(Cl)ccc12
    3	0	-4	.	0	-1	5	-1	-12
(49) CCOP(=O)(c1c(F)c(F)c(F)c(F)c1F)C(O)c1ccccc1 (centres undefined)
    19	0	8	-6	-1	1	5	4	-9
(50) CC(=O)Nc1ccc(S(=O)(=O)Nc2nc(C)cc(-n3nc(C)cc3C)n2)cc1
    -6	0	-21	22*	-4	1	3	-8	-59
(51) Cc1cccc(C(=O)Nc2cccc(Br)c2)c1[N+](=O)[O-]
    6	-1	9	1	2	4	4	-11	-15
(52) CC(C)On1c(SC(C)C)nc2ccccc2c1=O
    4	-3	-8	0	-4	2	-1	-5	-6
(53) CC1CN(C(=O)C2CCCCC2)C(C)CN1C(=O)C1CCCCC1 (centres undefined)
    -9	1	1	7	0	7	-1	-3	-9
(54) COc1ccc(-c2nc(Cn3c(SCc4cccc(F)c4)nc4ccncc43)c(C)o2)cc1OC
    5	-5	-11	3	-7	5	-1	-7	-3
(55) CC(C(=O)Nc1ccc2c(c1)OCO2)N(c1ccc(Cl)cc1)S(C)(=O)=O (centres undefined)
    6	1	0	3	-7	9	-1	-6	-27
